KLF5 inhibitor – suppresses KLF5 promoter-driven expression | DLD-1 KLF5 promoter-luciferase reporter, luminescence | inhibition, % at 5 µM | 0.23% of 290,000 active;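 active = inhibition above a per-plate limit of that plate's mean compound inhibition plus 3 SD, cut at about 60% in these data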;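 also: 0% = DMSO wells and 100% = LY294002 at 200 µM; higher means less KLF5 promoter-driven luciferase light; inactives centre near -14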
HSP90 inh – inhibitors of HSP90 luciferase refolding in rabbit reticulocyte lysate; inhibition, % at 5.6 µM; 0.91% of 290,000 active; luciferase refolding luminescence, 3 h;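 active = inhibition above the screen-wide mean plus 3 SD, computed separately per campaign, cut at about 16% in these data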;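 also: 0% = DMSO wells and 100% = 60 µM geldanamycin wells; inhibitors lower the luminescence because luciferase stays unfolded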
IEC-6 cytotox – counter-screen for KLF5 inhibitors: cytotoxicity in IEC-6 cells; IEC-6 cytotoxicity, luminescence viability; inhibition, % at 5 µM; 0.78% of 290,000 active; AID 1825; in the data active = inhibition above about 22%;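 also: 0% = plate median of test compound wells and 100% = cytotoxic reference compound wells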
Platelet DG rel – platelet dense granule release activity | human platelet-rich plasma, SFLLRN dense granule ATP release, luminescence | inhibition, %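 (compounds screened at 7.5 µM in platelet-rich plasma)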 | 0.22% of 300,000 active | AID 1663;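 active = mean replicate score, as percent of positive control, at or above 50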
HSF-1 act – increases HSF-1 driven luciferase reporter signal; NIH3T3-HGL HSF-1 luciferase reporter, MG132, 8 h; 100% = twice DMSO control signal; activation, % at 9 µM; 1.7% of 300,000 active; AID 504408;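 active = mean replicate activation of at least 50% with a set share of replicates each reaching 50%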;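 also: 0% = median of the neutral control wells and 100% = twice that signal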
aSyn 5UTR inh – 5' untranslated region of α-synuclein, MLPCN primary screen | alpha-synuclein 5'UTR reporter, inhibitor activity | inhibition, % (tested at 7.5 µM) | 0.82% of 300,000 active | AID 1813; in the data active = inhibition above about 60%;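 also: H4 neuroglioblastoma cells stably carrying SNCA 5'UTR luciferase fusion; 0% = DMSO wells and 100% = positive control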
GSK3beta inhib – human GSK3beta kinase inhibition; P49841; GST-GSK3beta kinase, ADP-Glo luminescence, 60 min; hits give low values; activity score (negative = inhibition), % at 10 µM; 0.038% of 300,000 active;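 active = more than half of replicate wells score below -50%, meaning over 50% inhibition versus plate controls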;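 also: 0% = median DMSO wells and -100% = median GW8510 positive control wells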
Target sequence (P49841 whole entry, looked up): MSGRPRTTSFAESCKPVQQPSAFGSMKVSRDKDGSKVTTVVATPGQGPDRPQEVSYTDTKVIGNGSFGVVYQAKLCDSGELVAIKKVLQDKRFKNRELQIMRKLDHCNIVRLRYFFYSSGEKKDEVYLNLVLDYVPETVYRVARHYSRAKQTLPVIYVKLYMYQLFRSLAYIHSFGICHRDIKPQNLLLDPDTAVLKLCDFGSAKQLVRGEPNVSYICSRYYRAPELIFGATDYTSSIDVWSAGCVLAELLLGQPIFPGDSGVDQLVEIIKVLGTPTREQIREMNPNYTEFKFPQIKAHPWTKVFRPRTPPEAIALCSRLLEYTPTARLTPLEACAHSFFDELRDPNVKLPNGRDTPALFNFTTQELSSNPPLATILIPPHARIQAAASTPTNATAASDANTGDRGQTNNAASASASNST
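Test system: GST-tagged human GSK3beta kinase, cell-free; evaluation: activity score scaled between in-plate DMSO and GW8510 controls; measured by: ADP-Glo luminescence; incubation: 60 min reaction, RT; benchmarks: DMSO and 20 µM GW8510; reagent: peptide substrate plus 25 µM ATP (final); medium: Tris/MgCl2 kinase buffer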
HSF1 inhib – HSF1 inhibition. AID 2098. 0.77% of 300,000 active. NIH3T3-HGL HSE-luciferase, MG132-induced, luminescence 8 h; hits give low values. activity change, negative = inhibition, % at 7.5 µM (by protocol);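 active = more than half of replicate wells show activity change below -50%, luminescence cut by over half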;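 also: luciferase reports HSF-1 transcriptional activity via heat shock element; 0% = median of DMSO wells and -100% = zero luminescence signal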
GSK3 alpha inh – inhibitors of human GSK-3 alpha kinase; ADP-Glo luminescence, 60 min; inhibition, % at 10 µM; 0.1% of 320,000 active; AID 2650;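 in the data active = inhibition above about 50%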;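 also: GST-tagged GSK-3 alpha with peptide substrate and 25 µM ATP; 0% = DMSO neutral wells and 100% = GW8510 positive control wells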
Target sequence (P49840 whole entry, looked up): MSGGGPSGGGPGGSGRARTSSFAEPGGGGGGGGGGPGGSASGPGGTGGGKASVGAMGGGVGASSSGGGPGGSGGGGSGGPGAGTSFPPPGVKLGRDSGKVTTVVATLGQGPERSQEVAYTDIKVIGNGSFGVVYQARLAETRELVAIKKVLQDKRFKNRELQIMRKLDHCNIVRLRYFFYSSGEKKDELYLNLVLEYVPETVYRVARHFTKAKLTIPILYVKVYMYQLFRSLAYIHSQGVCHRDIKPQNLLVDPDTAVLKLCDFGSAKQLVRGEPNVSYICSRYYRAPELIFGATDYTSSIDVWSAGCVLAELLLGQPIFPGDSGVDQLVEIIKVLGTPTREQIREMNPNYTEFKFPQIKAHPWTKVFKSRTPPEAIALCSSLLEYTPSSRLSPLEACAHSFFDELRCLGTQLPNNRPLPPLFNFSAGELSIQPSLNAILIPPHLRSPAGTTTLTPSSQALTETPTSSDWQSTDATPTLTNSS
Dyrk1A ADPGlo – Dyrk1A (rat) kinase inhibition. Q63470. ADP-Glo luminescence, NFATc1 peptide. AID 504441. 0.43% of 310,000 active. inhibition, % at 12.5 µM; in the data active = inhibition above about 50%;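 also: plate controls were vehicle with enzyme for no effect and no enzyme for full effect; many of its hits are not listed in these tables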
The depositor's hits bear a star; · = not tested or not shown. The list is partial (hit frequency here may not be typical).

Structure	KLF5 inhibitor	HSP90 inh	IEC-6 cytotox	Platelet DG rel	HSF-1 act	aSyn 5UTR inh	GSK3beta inhib	HSF1 inhib	GSK3 alpha inh	Dyrk1A ADPGlo
Cc1ccc(C(c2c(C)nn(-c3ccccc3)c2N)c2c(C)nn(-c3ccccc3)c2N)cc1	3	-1	4	-4	93*	-1	-12	68	2	3
O=C(O)Cc1c(C(=O)O)[nH]c2ccc(C(=O)O)cc12	-27	4	-12	3	-7	-9	0	-4	-3	-4
CCCNC(=O)Cc1ccsc1	-23	1	3	12	-13	-22	-1	0	0	3
COc1cc2c(cc1OC)/C(=C/C(=O)c1ccc(OC)c([N+](=O)[O-])c1)NCC2	-33	-1	3	14	7	25	-3	4	-1	-2
CC(=O)NC1=NN(C(C)=O)C(c2cccc([N+](=O)[O-])c2)S1 (stereo not drawn)	-2	2	5	2	9	16	1	5	-1	-5
O=C(O)CCc1nc2cc(C(F)(F)F)ccc2n(Cc2ccccc2)c1=O	-2	-4	1	4	-10	6	1	2	-4	3
O=C(N1CCOCC1)N1CCN(Cc2ccccc2)CC1	-12	-1	4	0	2	-2	4	-1	·	-10
COc1ccc2cc3c(N)nn(C(=O)c4ccccc4[N+](=O)[O-])c3nc2c1	29	-3	14	-10	-63	49	1	-53*	10	17
O=c1cc(N2CCCCC2)c(-c2ccccc2)nn1Cc1ccc(F)cc1	0	0	4	-3	13	30	1	-4	1	-3
Cc1ccc(NC(=O)NC2CCCCC2)cc1Cl	-96	-1	-4	·	·	·	·	·	1	6
Cn1c(N)c(C(=O)COC(=O)[C@@H]2CCCN2S(=O)(=O)c2ccc(Cl)cc2)c(=O)n(C)c1=O	-15	-3	-1	-2	-9	-13	1	-7	-3	-2
COc1ccc(CCNc2ccc(C(CC(N)=O)NC(=O)c3cc(C)cc(C)c3)cc2[N+](=O)[O-])cc1 (stereo not drawn)	-21	1	-2	8	-5	12	-1	0	2	1
COc1ccccc1CNC(=O)CN1C(=O)COc2ccc(S(=O)(=O)NC3CCCC3)cc21	-19	-3	3	16	15	11	-2	3	0	5
CC(C(=O)N1CCOCC1)N1C(=O)C2C3C=CC(C4CC34)C2C1=O (stereo not drawn)	-14	-3	-4	0	-16	-9	2	2	1	0
CCOc1ccc(NS(=O)(=O)c2cc(NC(=O)c3ccc(C)cc3)ccc2Cl)cc1	48	-4	56*	14	9	10	-2	3	-55	-3
CC1(C)CC(=O)C(C(N)=NC(=O)c2ccccc2)=C(O)C1	-17	4	5	-1	44	-58	-3	9	5	2
CCc1cc(=O)[nH]c(SCC(=O)NCC2CCCO2)n1 (stereo not drawn)	·	·	·	-16	-11	6	1	-4	-1	1
CCOc1cc(/C=C2\CCCC(C(=O)C(F)(F)F)=C2O)ccc1O	7	-1	6	-14	4	-20	2	7	-3	6
Cc1cc(C)c(C(=O)COC(=O)CCn2c(C)csc2=O)cc1C	·	·	·	9	4	-33	6	2	-2	-1
Cc1cccc(NC(=O)[C@H](Cc2ccccc2)NC(=O)OCc2ccccc2)c1	-15	4	-4	0	2	28	-1	0	4	0
CC(C)(C)C(=O)N1CCN(c2ncccc2C(F)(F)F)CC1	-36	7	4	-1	-1	7	-2	-4	-2	-4
O=C(Nc1ccccc1N1CCOCC1)c1cccs1	-34	5	1	-1	5	-1	2	-9	3	10
CC(OC(=O)/C=C/c1ccccc1)C(=O)Nc1cccc(C#N)c1 (stereo not drawn)	·	·	·	3	-8	-11	3	-4	-1	-3
O=C1CSc2ccc(C(=O)N3CCN(c4ccccn4)CC3)cc2N1	0	-2	-2	-9	-2	15	·	-2	-1	1
O=C(N/N=C/c1ccco1)c1cc(-c2ccc3ccccc3c2)n[nH]1	-127	-4	-1	6	11	-75	-1	9	-3	6
Cc1cc(C)nc(SC2CC(=O)N(c3ccc(Br)cc3)C2=O)n1 (stereo not drawn)	-20	1	-8	3	-7	12	-1	0	-1	-2
CCOC(=O)c1c(C)[nH]c(C)c1S(=O)(=O)NC(CC)CN1CCOCC1 (stereo not drawn)	-25	1	-5	-1	4	13	0	-7	-3	-5
Cc1cc(-c2cc(C(=O)Nc3ccccc3)on2)nc(NCC2CC2)n1	·	·	·	2	5	27	10	3	-2	1
COc1ccc(-c2[nH]c(-c3ccc(SC)cc3)nc2SCC(=O)Nc2nccs2)cc1	5	3	13	11	19	-3	1	13	1	1
O=C(O)CCC(=O)N1CCC(C(=O)c2cccc(Cl)c2)CC1	-21	-1	4	-1	10	8	2	10	0	2
CC(C)c1nc(SCC(=O)N2CCOCC2)c2c(=O)n(C)c(=O)n(C)c2n1	-4	2	-7	7	-9	15	0	-4	0	2
Cc1ccc(-n2c(-c3ccncc3)n[nH]c2=S)c(C)c1	13	-2	-3	-2	0	11	4	-2	-1	-1
CCC(=O)N/C(N)=N/c1nc2ccccc2o1	-108	-1	-3	-38	5	-1	0	2	-1	18
O=C(CCn1cnc2ncccc2c1=O)N1CCN(c2cccc(Cl)c2)CC1	-17	5	-2	7	12	-39	3	5	0	-4
Cc1c(C(=O)N2CCCCC2)sc(NC(=O)C2CC2)c1C#N	-6	-3	1	-8	·	14	1	·	-1	23
CCCCN1CCNC[C@@H]1Cc1ccc(O)cc1	·	·	·	1	-12	12	-2	-4	0	11
O=C(C1CCN(C2CCN(Cc3cccc4c3OCO4)CC2)CC1)N1CCOCC1	-5	-2	0	-28	-8	-21	2	7	-1	-5
COc1ccc(Nc2nnc(-c3ccc(O)cc3)c3ccccc23)cc1C(N)=O	5	6	-1	10	-5	10	4	-13	-2	7
Cc1cccc(-c2noc(-c3ccc4c(c3)OCO4)n2)c1	-141	1	11	20	-29	49	-1	-21	0	-8
CCC1=NN(C(=O)c2ccc([N+](=O)[O-])cc2)C(O)(c2ccccc2)C1 (stereo not drawn)	-10	-2	12	-8	13	21	0	5	3	-2
Cn1c(SCC(=O)OCC(=O)c2ccccc2)nnc1-c1cccs1	-20	-2	0	-4	3	-13	-1	-13	-3	0
CC(=O)N1CCN(CC(=O)Nc2ccc(SC(F)F)cc2)CC1	-24	-1	-7	-3	-1	-9	-2	-4	-3	-3
COCCNC(=S)N1CCN(c2ccc(Cl)cc2)CC1	6	2	6	14	3	-10	-1	0	2	1
COc1ccc(OC)c(C2C(C#N)=C(N)N(N(C)C)C3=C2C(=O)CC(C)(C)C3)c1 (stereo not drawn)	2	0	2	-4	17	15	4	2	0	-2
CCOC(=O)c1c(C)[nH]c(C(=O)N2CCCC(C(=O)c3ccccc3OC)C2)c1C (stereo not drawn)	-21	-3	-1	3	1	2	-3	4	-3	8
Cc1ccc(NC(=O)CN(C)S(=O)(=O)c2ccc3c(c2)n(C)c(=O)c(=O)n3C)cc1	-8	3	-10	-26	7	18	1	-5	-1	-3
O=C1c2ccccc2NC(c2c(Cl)cccc2Cl)N1Cc1ccccc1 (stereo not drawn)	-13	0	1	-7	4	6	0	2	-1	-5
COc1cc2cc(CN(CCc3cccc(C)c3)C(=S)NCCCN(C)C)c(=O)[nH]c2cc1OC	6	3	-3	6	41	0	-5	18	8	-3
Cc1cc(C)n2nc(SCC(=O)N/N=C/c3cccc(Br)c3)nc2n1	-32	0	2	-7	8	-11	-2	-9	1	1
CN(C)c1ccc([C@@H]2[C@@H]([N+](=O)[O-])[C@H]3C=Cc4ccccc4N3[C@H]2C(=O)c2ccc(Cl)cc2)cc1	-1	2	0	·	·	·	·	·	-1	-3
CC(C)C(=O)NC(=S)Nc1ccccc1N1CCN(C(=O)c2ccc(Cl)cc2)CC1	-14	-2	3	-1	19	1	-5	9	0	-5
COC(=O)c1c(NC(=O)COC(=O)CCNS(=O)(=O)c2ccccc2)sc(C)c1C	-29	0	-1	0	4	2	-2	-1	0	-2
COc1ccc(CN(CCN)C2CC(C)N(C)CC2C)cc1 (stereo not drawn)	-12	0	-5	5	1	-17	-1	0	3	6
Cc1cc(NC(=O)COC(=O)C2CC(=O)N(c3ccc(C)c(Cl)c3)C2)no1 (stereo not drawn)	4	-4	-1	3	1	-6	·	-11	-3	-7
O=C(c1ccco1)N(CCC(c1ccccc1)c1ccco1)Cc1ccco1 (stereo not drawn)	-7	-3	3	-2	1	-22	1	2	-2	4
O=C(Nc1ccccc1Br)c1cccc2ccccc12	·	·	·	0	-1	9	3	-10	-3	·
O=C(O)c1c(F)c(F)cc2ccccc12	-15	-1	-2	11	-6	12	2	-8	0	1
COc1ccc(Nc2nc(N)c(C(=O)c3ccc(F)cc3)s2)cc1	48	1	74*	-5	22	70*	-45	-9	62*	-3
O=C(N/N=C/c1cn(-c2ccccc2)nc1-c1ccc2c(c1)OCCO2)c1ccncc1	-69	0	-13	-9	107*	-99	-1	53	0	0
CCOC(=O)CN1C(=O)N[C@@H](c2cccc(C(F)(F)F)c2)C(C(=O)OC)=C1C	·	·	·	8	-8	-2	-1	-3	3	-8
C/C=C/C(=O)NCCc1ccc(OC)c(OC)c1	-24	1	2	-3	15	21	-5	3	-1	4
CCOC(=O)Cc1csc(CC(N)=O)n1	-4	-1	-5	-19	0	-11	-1	-5	-3	-1

Screens (PubChem)
